# Compound activity as filed in PubChem BioAssay.
# Bcl-B TR3 displacers: displacers of TR3 peptide from Bcl-B, primary screen, selectivity assay for Bfl-1 inhibitor project, biochemical, fluorescence polarization. displacement, % at 20 µM; hits with a dose series show IC50 in µM. 0.11% of 96,000 active. FP displacement of FITC-TR3 peptide from Bcl-B; higher % means a stronger effect;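 active = displacement above 50% at 20 µM plus a fluorescence interference ratio under 1.5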;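 also: plate controls were wells without compound for no effect and wells lacking Bcl-B protein for full effect; a part of the inactive calls stands beside numbers as strong as those of hits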
# NFkB transloc inh: blocks IL-1B driven NFkB nuclear translocation in HUVEC cells. HUVEC IL-1B NFkB p65 nuclear translocation imaging. inhibition, % at 2 µM. 0.43% of 94,000 active. AID 796;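 active = inhibition above about 30% together with a positive call from visual inspection of the well image, limit read from the data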;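 also: nuclear over cytoplasmic p65 intensity ratio measured by imaging; 0% = IL-1B stimulated DMSO wells and 100% = unstimulated DMSO wells; values of inactives mirror those of a sister screen read the other way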
# PLAP inhibition: PLAP enzyme inhibitors, biochemical, luminescence, HTS (AID 690); purified PLAP, luminescent substrate; higher % means a stronger effect; inhibition, % at 20 µM, or IC50 in µM where a hit was titrated; 0.08% of 96,000 active; in the data active = a potency from the dose series; inactive = the rest, 99 in 100 with inhibition below about 30%; also: strong numbers were not always called active
# MRP resist rev: MRP-mediated drug resistance reversal; H69AR cells + 2 uM doxorubicin, CellTiter-Glo, 72 h; differential viability (reversal), % at 10 µM; 0.04% of 85,000 active;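 active = viability drop by adding the cancer drug above about 55%, with treated viability meeting a 40% cutoff, limit read from the data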;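 also: viability without doxorubicin minus viability with 2 µM doxorubicin for each compound; larger differential means the compound sensitizes cells more to doxorubicin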
# NFkB transloc pot: enhances IL-1B driven NFkB nuclear translocation | HUVEC IL-1B NFkB p65 nuclear translocation imaging | activation, % at 2 µM | 0.3% of 94,000 active;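 active = activation above 40%, about the mean plus 3 SD, also judged a hit on visual image review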;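 also: percent activation is computed from the nuclear over cytoplasmic p65 intensity ratio; values of inactives mirror those of a sister screen read the other way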
# MRP resist rev cytotoxicity: further read-out of MRP resist rev, marked with its call; viability, %; H69AR cells, CellTiter-Glo, 72 h; measured here: cytotoxicity without doxorubicin
# MRP resist rev with doxorubicin: recorded beside MRP resist rev, whose call it bears; viability, %; measured here: viability with 2 uM doxorubicin; active compounds read low
# NFkB transloc inh cell count 2 µM: second read-out of NFkB transloc inh, no call of its own (marks repeat the call); cell count; measured here: cells passing quality filter;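 raw number of nuclei counted in each imaged well without normalization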
# NFkB transloc pot cell count 2 µM: further read-out of NFkB transloc pot, marked with its call; cell count; measured here: cells passing quality filter
# * = called active by the depositor; x = not tested or not shown. This is a subset; the hit share may differ from the screen's.
SMILES,Bcl-B TR3 displacers,NFkB transloc inh,NFkB transloc inh cell count 2 µM,PLAP inhibition,MRP resist rev,MRP resist rev cytotoxicity,MRP resist rev with doxorubicin,NFkB transloc pot,NFkB transloc pot cell count 2 µM
Cc1cccc(OCC(O)CN2C(C)(C)CC(O)CC2(C)C)c1C (configuration not stated),-2%,-5,106,-60%,9,94,85,5,106
O=C1c2oc3ccc(F)cc3c(=O)c2C(c2ccc(F)cc2)N1CCCN1CCOCC1 (configuration not stated),x,-30,188,x,6,105,100,30,188
Cc1cc(C)n(-c2nc3c(c(=O)[nH]c(=O)n3C)n2CC(O)COc2ccccc2C)n1 (configuration not stated),6%,-9,140,-59%,3,68,65,9,140
CCOC(=O)c1c(C)[nH]c(C(=O)COC(=O)CCC2CCCC2)c1C,4%,10,148,15%,x,x,x,-10,148
Cc1nn(C)c(C)c1S(=O)(=O)NCc1cccs1,-10%,-8,177,4%,-14,89,103,8,177
CC1CN(c2ccc(S(=O)(=O)N3CCOCC3)cn2)CC(C)O1 (configuration not stated),16%,40*,144*,-15%,13,84,71,-40,144
COc1ccccc1N(CC(=O)NC(C)(C)C)C(=O)Cn1nnc(-c2ccc(C)o2)n1,-4%,x,x,-32%,14,97,83,x,x
COc1c(N2CCN(C(=S)NCc3ccccc3)C(C)C2)c(F)cc2c(=O)c(C(=O)O)cn(C3CC3)c12 (configuration not stated),-9%,-8,161,1%,-4,2,7,8,161
Cc1sc2ncnc(OCC(=O)c3ccc(S(=O)(=O)N4CCCC4)cc3)c2c1C,-13%,7,97,-49%,-16,64,79,-7,97
COC(=O)c1ccc(-n2c(C)nc(=O)c(-c3ccccc3)c2C)cc1,2%,-7,146,0%,12,116,104,7,146
CC(=O)c1cc2c(cc1NS(=O)(=O)c1ccc(C)cc1)OCCO2,-9%,17,92,7%,-24,18,42,-17,92
COc1ccccc1C1C(C(N)=O)=C(C)Nc2nc(-c3ccccc3Cl)nn21 (configuration not stated),18%,6,192,-2%,13,100,87,-6,192
c1ccc(CCNc2nc(-c3cccnc3)cs2)cc1,10%,-4,135,8%,x,x,x,4,135
c1coc(CNC2CCCCC2)c1,x,-7,134,x,-15,83,98,7,134
Cc1cccc(-n2c(=O)c(C#N)cc3c(=O)n4ccccc4nc32)c1,0%,8,134,15%,-9,82,90,-8,134
Cc1ccccc1Nc1nnc(SCC(=O)NC(=O)NCc2ccco2)s1,0%,x,x,-6%,-13,32,44,x,x
Cc1nn(Cc2cccc(C(=O)Nc3ccn(Cc4c(F)c(F)cc(F)c4F)n3)c2)c(C)c1[N+](=O)[O-],3%,-5,193,-51%,x,x,x,5,193
CCOC(=O)N1CCC(NC(=O)c2ccc3c(c2)N(CC)CCS3)CC1,x,-16,78,x,-25,53,78,16,78
COC(=O)c1c(NC(=S)Nc2ccccc2Cl)sc(C)c1C,2%,-4,145,8%,x,x,x,4,145
O=C(Nc1ccc(N2CCN(C(=O)c3ccccc3)CC2)cc1)c1ccc2c(c1)OCO2,-4%,14,164,-1%,-5,61,66,-14,164
CCOc1ccccc1C(=O)NC1CCN(Cc2nnnn2C2CCCC2)CC1,-7%,-2,110,-39%,-1,96,96,2,110
O=C(O)c1ccc(-c2cccc(Cl)c2)o1,x,-5,135,x,-6,90,96,5,135
CCCCNC(=O)CCc1c(C)nc2nc(-c3cc(OC)cc(OC)c3)nn2c1C,4%,-1,165,-74%,20,101,81,1,165
CN1CCN(C(=S)NC(=O)/C=C/c2ccccc2)CC1,7%,-20,163,28%,x,x,x,20,163

# Compound profiles, from the list above. Order of screens: Bcl-B TR3 displacers | NFkB transloc inh | NFkB transloc inh cell count 2 µM | PLAP inhibition | MRP resist rev | MRP resist rev cytotoxicity | MRP resist rev with doxorubicin | NFkB transloc pot | NFkB transloc pot cell count 2 µM
# c1coc(CNC2CCCCC2)c1 as listed: x | -7 | 134 | x | -15 | 83 | 98 | 7 | 134
# COC(=O)c1c(NC(=S)Nc2ccccc2Cl)sc(C)c1C as listed: 2% | -4 | 145 | 8% | x | x | x | 4 | 145
# Cc1cccc(-n2c(=O)c(C#N)cc3c(=O)n4ccccc4nc32)c1 as listed: 0% | 8 | 134 | 15% | -9 | 82 | 90 | -8 | 134
# c1ccc(CCNc2nc(-c3cccnc3)cs2)cc1 as listed: 10% | -4 | 135 | 8% | x | x | x | 4 | 135
# O=C(O)c1ccc(-c2cccc(Cl)c2)o1 as listed: x | -5 | 135 | x | -6 | 90 | 96 | 5 | 135

# (listing goes on)
SMILES,Bcl-B TR3 displacers,NFkB transloc inh,NFkB transloc inh cell count 2 µM,PLAP inhibition,MRP resist rev,MRP resist rev cytotoxicity,MRP resist rev with doxorubicin,NFkB transloc pot,NFkB transloc pot cell count 2 µM
O=C(NCc1ccccn1)Nc1cccc(Cl)c1,10%,x,x,-7%,5,91,86,x,x
O=C(COc1ccccc1)NCCSc1ccccc1,-8%,-28,148,-10%,8,88,80,28,148
COCCNC(=O)C(c1ccco1)N(C(=O)Cn1nnc2ccccc21)c1cccc(C)c1C (configuration not stated),-3%,-3,163,-29%,7,105,98,3,163
Cc1onc(-c2ccccc2)c1C(=O)Nc1ccccc1N1CCOCC1,1%,x,x,-72%,-30,31,61,x,x
O=S(=O)(Nc1ccc2c(c1)OCCO2)c1ccc(F)cc1,-4%,14,50,2%,16,104,88,-14,50
CCOc1ccc(Br)cc1S(=O)(=O)Nc1nc(CN2CCOCC2)nc2sc(C)c(C)c12,-101%,-11,169,-19%,-31,34,65,11,169
CSCCC(Nc1ncnc2ccc(Br)cc12)C(=O)O (configuration not stated),13%,-21,144,-19%,11,94,83,21,144
CCOC(=O)c1ccc(NC(=O)CSc2ncccn2)cc1,-1%,-4,160,-10%,3,85,82,4,160
CCc1noc(C)c1C(=O)Nc1nc(-c2cc(C)ccc2C)c(C)s1,7%,6,144,12%,x,x,x,-6,144
Cc1ccccc1N1C(=O)CC(Sc2nnc(-c3ccccc3)o2)C1=O (configuration not stated),22%,-20,147,-3%,1,2,1,20,147
O=C(O)CSCC(=O)c1ccccc1,-6%,-4,93,-6%,10,109,99,4,93
CCSc1nnc(NC(=O)CSc2nc3c(c(=O)n2-c2ccccc2OC)SCC3)s1,x,12,104,x,-6,50,56,-12,104
O=C(Nc1ccc2c(c1)OCO2)c1c(F)c(F)c(F)c(F)c1F,-7%,-17,93,25%,-3,87,90,17,93
CCN(c1cccc(C)c1)S(=O)(=O)c1ccc2c3c(cccc13)C(=O)N2,x,-26,147,x,-19,60,79,25,147
O=C(COC(=O)c1ccccn1)Nc1cccc(Cl)c1,-1%,x,x,0%,-3,92,95,x,x
Cc1c(CC(=O)O)c(=O)oc2cc(OCc3nn[nH]n3)ccc12,13%,3,202,9%,x,x,x,-3,202
Cc1n[nH]c(C)c1N=Nc1cc(Cl)ccc1Cl,7%,-15,133,-13%,x,x,x,15,133
[O-][n+]1ccc(C2CC2)cc1,-11%,4,129,8%,-5,95,100,-4,129
CCn1c(SCC(=O)n2c(C)c(C)c3ccccc32)nnc1-c1ccco1,-3%,-9,149,-3%,-13,93,106,9,149
O=C(c1ccccc1)N1CCOC12CCN(c1ncc(C(F)(F)F)cc1Cl)CC2,-8%,-28,154,24%,7,84,77,28,154
CCS(CC)=NS(=O)(=O)c1ccc(NC(C)=O)cc1,-4%,8,85,-2%,x,x,x,-8,85
N#CC1=C(SCC(=O)NCc2ccccc2)NC(=O)CC1c1ccco1 (configuration not stated),-1%,10,139,-10%,32,87,56,-10,139
CCCc1nc(N)c(C#N)c(N)c1C#N,0%,-31,127,-6%,8,96,88,31,127
Cc1cnnn1-c1ccc(C(=O)CCl)cc1,x,1,180,-22%,0,0,0,-1,180

# 7 entries drawn at random from the list so far:
SMILES,Bcl-B TR3 displacers,NFkB transloc inh,NFkB transloc inh cell count 2 µM,PLAP inhibition,MRP resist rev,MRP resist rev cytotoxicity,MRP resist rev with doxorubicin,NFkB transloc pot,NFkB transloc pot cell count 2 µM
CCN(c1cccc(C)c1)S(=O)(=O)c1ccc2c3c(cccc13)C(=O)N2,x,-26,147,x,-19,60,79,25,147
O=C(Nc1ccc2c(c1)OCO2)c1c(F)c(F)c(F)c(F)c1F,-7%,-17,93,25%,-3,87,90,17,93
N#CC1=C(SCC(=O)NCc2ccccc2)NC(=O)CC1c1ccco1 (configuration not stated),-1%,10,139,-10%,32,87,56,-10,139
[O-][n+]1ccc(C2CC2)cc1,-11%,4,129,8%,-5,95,100,-4,129
O=C(c1ccccc1)N1CCOC12CCN(c1ncc(C(F)(F)F)cc1Cl)CC2,-8%,-28,154,24%,7,84,77,28,154
CCS(CC)=NS(=O)(=O)c1ccc(NC(C)=O)cc1,-4%,8,85,-2%,x,x,x,-8,85
CCCc1nc(N)c(C#N)c(N)c1C#N,0%,-31,127,-6%,8,96,88,31,127

# The list goes on.
SMILES,Bcl-B TR3 displacers,NFkB transloc inh,NFkB transloc inh cell count 2 µM,PLAP inhibition,MRP resist rev,MRP resist rev cytotoxicity,MRP resist rev with doxorubicin,NFkB transloc pot,NFkB transloc pot cell count 2 µM
CC1CN(C(=O)CCc2ccccc2)C(C)CN1C(=O)CCc1ccccc1 (configuration not stated),-5%,-6,156,-35%,-7,81,88,6,156
CC1(C)OC(=O)N(c2ccccc2)C12C=Cc1c(ccc3ccccc13)O2 (configuration not stated),x,1,115,x,5,86,81,-1,115
CNC(=O)Nc1cccc(C(F)(F)F)c1,x,-14,122,x,8,102,94,14,122
O=C(Cn1cnc2ccccc2c1=O)OCC(=O)c1ccc2c(c1)OCCO2,-3%,5,109,3%,0,97,97,-5,109
CCOC(=O)c1nn(-c2ccc(F)cc2)c2nc(CC(C)C)c(C#N)c(=O)n12,x,-18,131,x,2,82,80,18,131
CCOc1ccc(NC(=O)CC2C(=O)N(c3ccccc3)C(=O)N2Cc2ccccn2)cc1 (configuration not stated),7%,0,121,-68%,17,99,82,-30,42
COc1cccc(C(=O)NCc2n[nH]c(=S)n2-c2cccc(C)c2)c1,-4%,-7,117,0%,15,100,86,7,117
COc1ccc2c(CC(=O)N3CCc4ccccc43)coc2c1,-9%,-4,203,9%,4,98,94,4,203
O=C(Cc1c(O)c2ccccc2[nH]c1=O)NCc1ccc(F)cc1,-4%,5,132,13%,7,98,91,-5,132
COC(=O)c1c(NC(=O)Cc2cccs2)sc2c1CCCC2,1%,-1,105,2%,1,88,87,1,105
CCOC(=O)c1c(C)[nH]c(=S)c(C#N)c1-c1ccc(OC)cc1,-4%,-13,141,-61%,x,x,x,13,141
COc1ccccc1-c1cc(C(=O)Nc2sc3c(c2C#N)CCC(C)C3)c2ccccc2n1 (configuration not stated),-29%,-31,167,-46%,x,x,x,31,167
CC(O)CCC(=O)NCCNC(=O)CCC(C)O (configuration not stated),3%,x,x,-2%,-9,90,99,x,x
O=C(NNC(=O)c1cc(-c2ccc(Cl)cc2Cl)nc2ccccc12)Nc1ccccc1,1%,19,89,-16%,x,x,x,-19,89
CCCCn1c(CN2C(=O)c3ccccc3C2=O)nc2ccccc2c1=O,-14%,1,199,-4%,-8,100,108,-1,199
CCN(CC)C(=O)N1CCN(S(=O)(=O)c2ccc(C)c(C)c2)CC1,0%,7,158,-42%,3,91,89,-7,158
CCOC(=O)c1c(NC(=O)c2ccc(C)cc2)sc2c1CC(C)(C)OC2,1%,0,149,-78%,-6,67,73,0,149
Cc1cccc(NC(=O)C2CCCN(S(=O)(=O)c3cccc4cccnc34)C2)c1 (configuration not stated),-27%,11,164,-37%,5,66,61,-11,164
FC(F)(F)c1cc(-c2ccco2)nc(N2CCOCC2)n1,-7%,-11,112,-4%,12,93,81,11,112
O=C1CCN(Cc2nnnn2CC2CCCO2)c2ccccc2N1 (configuration not stated),-4%,-3,154,5%,4,94,90,3,154
CC1(C)CC(N2CCC(=O)N(C3CC(C)(C)NC(C)(C)C3)C2)CC(C)(C)N1,10%,x,x,-6%,-7,97,103,x,x

# Sorted by the number under NFkB transloc pot (highest first): three of the compounds above
Molecule | NFkB transloc pot
CC1(C)OC(=O)N(c2ccccc2)C12C=Cc1c(ccc3ccccc13)O2 (configuration not stated) | -1
[O-][n+]1ccc(C2CC2)cc1 | -4
Cc1sc2ncnc(OCC(=O)c3ccc(S(=O)(=O)N4CCCC4)cc3)c2c1C | -7
